phage Ecoli inh: growth loss of phage-infected E. coli, primary screen, RecBCD inhibitor project, absorbance, with phage, HTS; inhibition, % at 11.9 µM; actives 0.26% (n = 360,000); AID 651602, 2012; in the data active means inhibition above about 11%
OPRM1-OPRD1 inv: inverse agonists of MOR-DOR heterodimerization, primary screen, cell-based, luminescence. Mu-type opioid receptor (Homo sapiens) + Delta-type opioid receptor (Homo sapiens), …. cell-based MOR-DOR heterodimer luminescence, inverse agonism. inhibition, % at 9.3 µM. actives 0.21% (n = 340,000). AID 504357, 2011; in the data active means inhibition above about 22%, passing the limit was not always enough;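 further: 0% = cells with DMSO and 100% = wells without cells with DMSO; values of inactives mirror those of a sister screen read the other way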
Target sequence (P35372 whole entry, looked up): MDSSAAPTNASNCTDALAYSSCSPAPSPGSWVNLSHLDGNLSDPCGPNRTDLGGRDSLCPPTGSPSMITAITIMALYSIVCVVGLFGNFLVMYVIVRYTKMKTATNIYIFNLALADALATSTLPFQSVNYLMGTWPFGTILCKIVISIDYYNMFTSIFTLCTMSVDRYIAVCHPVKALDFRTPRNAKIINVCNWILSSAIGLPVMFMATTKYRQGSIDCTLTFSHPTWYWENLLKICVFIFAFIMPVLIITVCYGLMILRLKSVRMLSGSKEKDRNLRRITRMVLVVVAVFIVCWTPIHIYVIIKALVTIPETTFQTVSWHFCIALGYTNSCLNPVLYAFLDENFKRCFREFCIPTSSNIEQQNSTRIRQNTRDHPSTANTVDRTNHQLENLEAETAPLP
Target sequence (P41143 whole entry, looked up): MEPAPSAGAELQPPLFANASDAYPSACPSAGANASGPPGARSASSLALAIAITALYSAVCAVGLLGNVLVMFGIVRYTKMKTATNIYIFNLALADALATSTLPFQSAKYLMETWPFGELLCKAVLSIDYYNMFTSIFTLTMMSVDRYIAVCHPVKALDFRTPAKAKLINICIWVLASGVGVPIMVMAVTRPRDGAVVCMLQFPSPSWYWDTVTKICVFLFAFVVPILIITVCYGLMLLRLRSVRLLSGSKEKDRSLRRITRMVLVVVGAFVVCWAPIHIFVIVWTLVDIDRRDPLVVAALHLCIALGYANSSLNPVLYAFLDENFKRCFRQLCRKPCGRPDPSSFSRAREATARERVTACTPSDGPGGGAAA
Ecoli viability: E. coli V3065 growth inhibition, primary screen, counter-screen for AddAB inhibitor project, absorbance, OD600; inhibition, % at 11.9 µM; AID 449728, 2010; actives 0.27% (n = 330,000); 18 h;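 active means inhibition above the campaign's mean inhibition across all tested compounds plus 3 SD, cut at about 9.9% in these data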;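 further: uninfected addAB+ strain grown without phage in ampicillin broth; 0% = DMSO wells and 100% = ciprofloxacin 0.95 µg/ml wells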
OPRM1-OPRD1 ag: agonists of OPRM1-OPRD1 heterodimerization, primary screen, cell-based, luminescence; actives 0.3% (n = 340,000); cells; AID 504326, 2011; activation, % at 9.3 µM; in the data active means activation above about 18%;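 further: 0% = vehicle-treated cells and 100% = reference agonist; values of inactives mirror those of a sister screen read the other way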
PfHsp90 yeast 2: growth inhibition of PfHsp90-expressing yeast, primary screen, antimalarial PfHsp90 inhibitor project, S. cerevisiae, BacTiter-Glo luminescence, single point, set 2; actives 0.32% (n = 310,000); inhibition, % at 9.4 µM; AID 504621, 2011; BacTiter-Glo ATP, 48 h; yeast lacking PDR1 and PDR3 efflux regulators;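 active means every replicate shows inhibition above about 80%, whatever the replicate mean, limit read from the data; inconclusive means mean inhibition reaches the set limit but some replicate falls short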;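 further: 0% = DMSO neutral controls and 100% = 20 µM radicicol positive controls; yeast relying on Plasmodium falciparum Hsp90 in place of its own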
PKA-R2B activ: activators of PKA-R2B holoenzyme, primary screen, biochemical, fluorescence polarization, Cy5-IP20, human | cAMP-dependent protein kinase catalytic subunit beta (Homo sapiens) + cAMP-dependent … | PKA-R2B holoenzyme dissociation; R2B truncated from residue 108, S112A mutant; 0% DMSO only, 100% 113 µM cGMP | activation, % at 11.4 µM | actives 0.079% (n = 340,000) | AID 504700, 2011;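 active means activation above a cutoff set at the mean over all compounds plus 3 SD, cut at about 18% in these data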;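 further: higher means more holoenzyme dissociation and a rise in polarization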
Tat transport: E. coli Tat export inhibitors, primary screen, MC4100, TorA-mCherry reporter, fluorescence, single point; inhibition, % at 10 µM; actives 0.036% (n = 340,000);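 active means mean replicate inhibition at least 50% and at least half of replicates individually reaching 50%; inconclusive means only one of the two criteria met; inactive means neither criterion met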;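 further: exported cargo escapes ClpAP degradation while cytoplasmic cargo is degraded and loses fluorescence; 0% = median of neutral control wells and 100% = median of NaSCN control wells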
SUMO Mot1 rescue: yeast Mot1-301 growth rescue at high temperature, primary screen, SUMOylation pathway inhibitor project, S. cerevisiae, ATP luminescence, 38.5C. S. cerevisiae Mot1-301 growth rescue; percent above DMSO median, 100 means doubled. growth rescue, % at 18.8 µM. actives 1% (n = 320,000). AID 2716, 2010;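 active means every valid replicate shows activation above 250% relative to neutral control wells; inactive means the rest, any valid replicate at or below 250%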;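 further: OY570 slx delta 5 strain wells were the positive control but not used for scaling; some compounds called inactive have numbers as strong as hits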
AddAB inh: growth inhibition of E. coli expressing H. pylori AddAB, primary screen, AddAB inhibitor project, absorbance; inhibition, % at 11.9 µM; actives 0.29% (n = 330,000); AID 435030, 2010; in the data active means inhibition above about 12%;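 further: 0% = vehicle wells of infected cells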
HTR5A inv ctr: HTR5A inverse agonists in luminescence cell assay, primary screen, counter-screen for OPRM1-OPRD1 heterodimer inverse agonist project, full-deck HTS. 5-hydroxytryptamine receptor 5A (Homo sapiens), P47898. HTR5A cell line, inverse agonism. inhibition, % at 9.3 µM. actives 0.083% (n = 340,000); in the data active means inhibition mostly above about 23%, no sharp cut-off; inactive means mostly below about 18%;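 further: 0% = cells with DMSO and 100% = no-cell wells with DMSO; some compounds called inactive have numbers as strong as hits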
PKA-R1A act: activators of PKA-R1A holoenzyme, primary screen, biochemical, fluorescence polarization, Cy5-IP20, bovine R1A, mouse PKAc. AID 504707, 2011. activation, % at 11.4 µM. actives 0.083% (n = 340,000). PKA-R1A dissociation; scaled: DMSO 0%, 113 µM cGMP 100%;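 active means percent activation above the mean of all tested compounds plus 3 SD, cut at about 19% in these data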;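 further: higher means more PKAc released from R1A so a rise in polarization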
Active calls of the source: *; ? = inconclusive; . = no result given; & = joins results of further samples. These rows are one share of the data; the hit share may differ from the screen's.

SMILES	phage Ecoli inh	OPRM1-OPRD1 inv	Ecoli viability	OPRM1-OPRD1 ag	PfHsp90 yeast 2	PKA-R2B activ	Tat transport	SUMO Mot1 rescue	AddAB inh	HTR5A inv ctr	PKA-R1A act
CCOC(=O)[C@]12Cc3cc(OC)c(OC)cc3[C@H]1N(Cc1ccccc1)C(=O)c1ccccc12	2.3	17	.	-2.9	-1	2	7	.	.	4	-6
CC[n+]1c(/C=C/C=C/c2ccc(N(C)C)cc2)sc2ccccc21	10	25	6.9	-4.9	24	-10	-457	-43	9.9	6	0
Cc1ccccc1-n1c(O)c(/C=N/Nc2nc3c(c(=O)n(C)c(=O)n3C)n2C)c(=O)[nH]c1=S	0.3	-51	-0.9	9.0	-18	8	0	-13	1.6	-12	-2
COC(=O)C(O)(c1ccc2c(c1)CCCN2)C(F)(F)F (stereo unspecified)	0.7	-40	-2.5	6.3	18	-4	-2	-12	0.6	4	7
CC(C)NC(=O)Cn1cc(C(=O)c2ccccc2)c2ccccc21	-3.2	2	.	-0.4	-7	2	-5	-12	.	-7	2
Nc1c(C(=O)NCc2ccco2)c2nc3ccccc3nc2n1CCN1CCCCC1	0.8	0	-0.5	0.0	19	1	2	5	0.1	17	0
CNCC(O)c1cc(F)c(OCc2ccccc2)c(OCc2ccccc2)c1F (stereo unspecified)	1.4	-9	0.5	1.7	31	2	11	208	2.1	-42	-1
C=CCn1c(O)c(/C=N/N2CCOCC2)c(=O)[nH]c1=S	4.5	6	1.2	-0.8	-11	-10	3	-1	4.0	1	-10
CCCCN(Cc1ccccc1)C1CCN(CCc2ccccc2)CC1	5.4	-54	1.0	10	29	-5	-11	21	3.1	-8	0
O=C1N(c2ccccc2)C(c2cccnc2)N2CCCN12 (stereo unspecified)	0.5	9	-0.4	-1.7	-22	-11	6	47	-0.3	-1	-7
COC(=O)C(O)(c1ccc(N(C)C(=O)c2cccs2)cc1)C(F)(F)F (stereo unspecified)	4.0	-3	4.5	0.6	-39	-8	-4	-2	2.3	-4	4
CC(Cc1ccccc1)NCC(=O)Nc1cc(N(C)C)nc2ccccc12 (stereo unspecified)	-1.6	.	0.3	.	0	.	2	136	5.2	.	.
C[C@]12CC[C@H](OS(=O)(=O)O)CC1=CC[C@@H]1[C@@H]2CC[C@]2(C)C(=O)CC[C@@H]12	1.3&4.7&-0.2	13&8&15	0.6&2.9	-2.5&-1.4&-2.7	10&7&8	2&-2&8	-16&-7&-6	-12&17	-0.9&3.4	-5&-10&-9	-2&4&-14
COC(=O)[C@@H](N)CCCN=C(N)N[N+](=O)[O-]	1.5	2	-1.9	-0.3	-12	1	-6	4	-1.4	-6	-1
CN(C)CP(=O)(Nc1ccccc1)N(C)C (stereo unspecified)	3.9	10	1.5	-1.8	-22	-10	-5	-17	-0.6	1	6
Cc1onc(-c2c(Cl)cccc2Cl)c1C(=O)Nc1ccc2c(C(F)(F)F)cc(=O)oc2c1	1.6	5	0.0	-0.9	-10	10	-4	-17	0.7	9	0
O=C(CN1C(=O)COc2ccccc21)N1CCC2(CC1)OCCO2	2.1	21	1.7	-4.2	10	14	-5	10	3.0	-7	7
CN1CCc2c([nH]c3ccccc23)C1	2.0	20	1.3	-3.9	1	7	0	-8	5.2	0	4
COc1ccc(Br)cc1CN1CCN(C(=O)Cc2ccccc2)CC1	5.5	-9	-1.2	1.6	-9	-5	3	-9	0.8	-2	-7
CCc1cccc(CC)c1NC(=S)N1CC2CC(C1)c1cccc(=O)n1C2 (stereo unspecified)	2.7	4	0.8	-0.8	15	-3	4	115	1.9	-29	13
O=C1NC(=O)N(Cc2ccco2)C(=O)/C1=C/C=C/c1ccco1	-1.2	7	1.3	-1.3	1	3	-9	-11	-0.3	24	5
C=CCCC1(C2=CCCCC2)C(=O)NC(=O)NC1=O	3.5	23	.	-5.2	9	-18	11	.	.	-35	3
CCOC(=O)CNC(=S)N1CC2C[C@@H](C1)Cn1c2cccc1=O	1.8	16	-0.3	-2.9	9	-4	-7	-15	-1.4	0	-7
CC12CC1(C)C(=O)N(c1cc(Cl)cc(Cl)c1)C2=O (stereo unspecified)	6.0	-1	.	0.3	10	4	-9	.	.	-12	-2
COC(=O)C(O)(c1ccc(NC(=O)c2ccco2)c(OC)c1)C(F)(F)F (stereo unspecified)	2.7	12	-0.4	-2.7	-10	-10	1	-1	1.4	-13	-4
Cc1ccc(C2N3CCCN23)cc1 (stereo unspecified)	2.6	5	-0.9	-1.0	5	-3	22	12	0.4	1	-3
COP(=S)(OC)Oc1ccc(Sc2ccc(OP(=S)(OC)OC)cc2)cc1	4.5	7	.	-1.2	-4	-5	2	.	.	-3	-6
COc1cc(N2CCOCC2)ccc1C=C1C(=O)NC(=O)NC1=O	2.6	-4	-1.5	0.6	7	-5	-5	-15	0.2	6	3
C[N+]1(C)C2CCC1CC(OC(=O)c1c[nH]c3ccccc13)C2 (stereo unspecified)	2.4	11	-1.1	-2.1	-6	2	-5	4	-2.2	-3	12
CCOP(=O)(Cc1ccc(C#N)o1)OCC	1.8	15	-1.0	-2.9	-2	0	10	-4	3.1	-1	-5
CC1CCN(C(=O)C(C)Cl)CC1 (stereo unspecified)	1.3	14	0.7	-2.9	16	-3	1	-1	0.9	4	-9
COC(=O)C1=C(c2ccc(-c3ccccc3)c(F)c2)C[C@@H]2CC[C@H]1N2C(=O)N1CCOCC1	1.2	-2	-0.9	0.4	11	3	15	-17	0.6	6	-8
NC1CCCCC1N=Cc1c(O)n(Cc2ccc(F)cc2)c(=O)[nH]c1=O (stereo unspecified)	1.9	6	-1.4	-1.1	-4	-19	6	-5	1.2	-7	-9
CC1=C(C(=O)Nc2ccccc2)SCCO1	3.6	3	-1.4	-0.6	-2	-9	-9	352	-0.1	-15	-3
CCCCOCCCN1C(C)=CC(=C2C(=O)NC(=S)NC2=O)C=C1C	1.5	7	-2.7	-1.4	0	0	-3	11	0.8	7	-7
COC(=O)C1=C(c2ccc(Cl)c(C(F)(F)F)c2)C[C@@H]2CC[C@H]1N2C(=O)NCc1ccco1	2.1	8	-1.5	-1.3	2	-1	-3	17	-1.0	-18	-3
NCCNc1ccc([N+](=O)[O-])c2cccnc12	5.6	3	2.2	-0.5	0	-5	-6	-1	3.3	-14	1
O=c1[nH]c(=O)n(Cc2ccccc2)c(O)c1C=Nc1ccc(CN2CCOCC2)cc1	1.2	17	-2.4	-4.0	7	-8	-2	9	-1.5	8	-4
CCc1ccc(NC2=NCCCS2)cc1	2.9	-12	0.9	1.9	-16	-4	6	-4	3.4	-4	-7
COc1ccc(C2C(C#N)=C(N)Oc3c2c(=O)oc2ccccc32)cc1Cn1cc([N+](=O)[O-])cn1 (stereo unspecified)	1.6	6	-3.3	-1.2	9	9	5	4	1.1	3	7
Nc1ncnc2c1ncn2[C@@H]1O[C@H](COP(=O)(O)CP(=O)(O)O)[C@@H](O)[C@H]1O	2.4	-2	.	0.5	5	-1	-9	.	.	-16	0
Cc1nc2ccccc2c(=O)n1-c1cccc(O)c1	0.3	8	1.0	-1.5	9	-3	4	-22	0.6	-16	1
COC(=O)c1ccc(N2C(=O)CC(N3CCC(n4c(=O)[nH]c5ccccc54)CC3)C2=O)cc1 (stereo unspecified)	0.5	.	-0.3	.	-96	1	-9	30	3.5	.	3
Cn1c(O)c(C=NC2CCCCCC2)c(=O)[nH]c1=S	3.2	9	-1.4	-1.9	7	-6	-7	3	5.3	1	-10
CCOc1ccc(-n2c(O)c(/C=C3\C=Nc4ccccc43)c(=O)[nH]c2=O)cc1	-1.2	0	1.2	-0.1	-4	7	-19	297*	0.3	5	-2
CC1CCCCN1CC(=O)c1ccc2cc[nH]c2c1 (stereo unspecified)	0.8	4	-1.2	-0.7	1	8	-3	218	-4.0	-17	10
Cc1ccc(-c2nc3ccccc3c(=O)n2-c2ncccc2C)cc1	2.9	-4	1.6	0.9	-7	-2	6	291	1.5	14	-4
Cn1c(N)c(C(=O)COC(=O)Cc2ccccc2)c(=O)n(C)c1=O	2.3	2	0.4	-0.3	.	-1	-1	-1	-1.0	16	5
COc1ccc(/C=C/C=C2C(=O)NC(=S)NC2=O)cc1	2.9	-16	.	3.1	-34	-1	-9	.	.	11	5
O=C(/C=C/c1c[nH]c2ccccc12)c1c(O)n(CCc2ccccc2)c(=O)[nH]c1=O	1.6	.	1.0	.	-12	.	-13	-2	4.8	.	.
Brc1ccc(Oc2cc(Br)c(Br)cc2Br)c(Br)c1	-0.1	8	2.5	-1.5	.	4	-11	-9	4.6	-29	0
CCCCN1C(=O)NC(=O)C2(Cc3ccccc3N3CCOCC32)C1=O (stereo unspecified)	1.4	-22	-0.5	4.0	.	-11	3	-4	3.0	2	-14
Cc1cc(C(=O)CS(=O)(=O)c2ccccc2)cc(C)c1OC(=O)N(C)C	3.6	4	-0.6	-0.8	7	-2	2	8	0.0	-5	-7
COc1ccc(NC(=O)CN(C)C(=O)CSC(c2ccccc2)c2ccccc2)cc1	2.5	-17	-0.9	3.2	-31	-2	6	4	1.1	16	-2
O=C(COc1ccc(S(=O)(=O)N2CCOCC2)cc1)N1CCN(Cc2ccc3c(c2)OCO3)CC1	2.2	-6	0.4	1.0	7	9	2	-16	0.5	-12	3
CCC(CO)(C(=O)OC1CC2CCC(C1)N2C)c1ccccc1 (stereo unspecified)	2.3	-6	-0.1	1.1	-1	1	-3	3	-0.7	1	-2
CNC(C(=O)c1ccccc1)C(OC(C)=O)c1cccc([N+](=O)[O-])c1 (stereo unspecified)	2.7	2	1.1	-0.4	3	10	0	-2	-0.5	0	-7
CC(C)(C)C(=O)C(Oc1ccc(Cl)cc1)n1cncn1 (stereo unspecified)	3.8	14	.	-2.8	.	-4	?	.	.	-9	-5
CC(C)NS(=O)(=O)c1ccc(OCC(=O)N2CCN(Cc3ccccc3)CC2)cc1	-0.8	-7	-1.8	1.2	-48	-9	0	50	1.5	-8	2

Source: PubChem BioAssay
